Source: PubChem BioAssay (Sanford-Burnham Center for Chemical Genomics)
APJ agonist: activates the human apelin receptor APJ; P35414; CHO-K1 APJ PathHunter beta-arrestin, luminescence; 0% DMSO wells, 100% apelin; activation, % at 20 µM; 0.11% of 330,000 active; AID 2520;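 active means activation more than six SD over the plate average, tested at 20 µM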;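 further: 0% = DMSO alone and 100% = apelin-13 at 10 nM; some results filed as inactive read as strong as hits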
Target sequence (P35414 whole entry, looked up): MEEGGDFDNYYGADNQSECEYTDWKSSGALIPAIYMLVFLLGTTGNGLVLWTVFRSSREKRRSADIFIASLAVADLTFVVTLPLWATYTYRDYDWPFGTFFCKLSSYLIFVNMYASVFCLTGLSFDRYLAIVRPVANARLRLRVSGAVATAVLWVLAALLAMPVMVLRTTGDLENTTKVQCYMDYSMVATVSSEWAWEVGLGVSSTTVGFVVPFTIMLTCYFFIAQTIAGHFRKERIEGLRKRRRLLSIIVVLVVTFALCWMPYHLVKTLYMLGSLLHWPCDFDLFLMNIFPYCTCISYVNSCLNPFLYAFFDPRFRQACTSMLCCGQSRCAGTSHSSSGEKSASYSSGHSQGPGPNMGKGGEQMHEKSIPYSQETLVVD
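Test system: CHO-K1 APJ beta-arrestin complementation cell line. Amount: cell density 1000 per well. Controls: DMSO negative, 10 nM Apelin-13 positive. Signal: luminescent beta-gal fragment complementation, chemiluminescent substrate. Read-out basis: agonist-driven arrestin binding to APJ. Timing: compound stimulation 90 min at 25 °C, detection 60 min.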
NLRP3 yeast inh: inhibitors of NALP3 inflammasome in yeast | inhibition, % at 10 µM | AID 2825 | Yeast reconstituted NLRP3/ASC/caspase-1, beta-gal luminescence, 24 h | 0.39% of 330,000 active;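 active means inhibition of 50% or more; inactive means inhibition below 50%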;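 further: plate controls were induced DMSO wells for no effect and uninduced yeast grown without galactose for full effect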
Mdm2-MdmX inh: inhibitors of human Mdm2/MdmX interaction | SaOS-2 split-luciferase Mdm2/MdmX complementation, luminescence | inhibition, % at 8 µM | 3% of 330,000 active;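 active means inhibition of at least 50% at 8 µM in the primary screen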
tim23-1 inh: growth inhibitors of tim23-1 mutant yeast; S. cerevisiae tim23-1 growth, BacTiter-Glo luminescence, 24 h; inhibition, % at 20 µM; 1.3% of 330,000 active; AID 463212;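 active means growth inhibition of the mutant yeast at or above 50%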;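 further: temperature-sensitive mutant grown at 25 °C; plate controls were DMSO-treated mutant yeast for no effect and medium wells lacking yeast for full effect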
TIM10 inh: TIM10 yeast growth inhibition; S. cerevisiae TIM10 strain growth, BacTiter-Glo luminescence, 24 h; inhibition, % at 10 µM; 1.4% of 330,000 active; AID 463195;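 active means inhibition of 40% or more at the single tested concentration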;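 further: wild-type TIM10 isogenic control strain grown at permissive 25 °C; 0% = DMSO yeast wells and 100% = minimal medium wells without yeast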
GRIN3A LBD mod: modulators (binders) of human NR3A ligand-binding domain | NR3A LBD differential scanning fluorimetry, Tm shift; 0% = protein alone, 100% = glycine-bound protein | Tm shift relative to glycine control, % at 25 µM | 2.5% of 340,000 active | AID 1259313;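 active means melting temperature shift of at least 10% of the positive control shift, at one fixed dose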
tim10-1 inh: growth inhibitors of tim10-1 mutant yeast; S. cerevisiae tim10-1 ts strain growth, BacTiter-Glo, 24 h; inhibition, % at 20 µM; 2.2% of 330,000 active; AID 463190;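 active means inhibition of at least 40%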;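 further: mutant grown at 25 °C; 0% = DMSO wells with yeast and 100% = wells holding no yeast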
UPR XBP1 act: activators of adaptive arm of unfolded protein response (XBP1). CHO-XBP1 luciferase reporter, IRE1-XBP1 UPR activation, luminescence; percent of tunicamycin response, DMSO as zero. activation, % at 20 µM. 0.33% of 330,000 active. AID 463104;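 active means versus positive control, 20 µM dose yields 30% or more activation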;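 further: 100% = tunicamycin at 10 µg/mL and 0% = DMSO only wells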
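Signal: luciferase luminescence; Assay system: CHO-XBP1 luciferase reporter cells; Amount: one thousand reporter cells per well; Dosing: 20 µM single concentration, DMSO 1%; Benchmarks: high control tunicamycin 10 µg/mL final, low control DMSO vehicle only; Schedule: 6 h compound exposure at 37 °C, 5% CO2; Evaluation: percent activation relative to tunicamycin reference.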
CHOP UPR activ: activators of apoptotic arm of unfolded protein response (CHOP) | CHO-CHOP luciferase reporter, UPR activation, luminescence; percent of tunicamycin response over DMSO baseline | activation, % at 10 µM | 0.34% of 330,000 active;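 active means at 10 µM dose, activation of 40% or more, normalized to positive control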;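 further: 100% = tunicamycin at 10 µg/mL and 0% = DMSO alone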
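System: CHO-CHOP luciferase reporter cell line | Buffer or medium: F12 medium containing 10% fetal bovine serum | Doses: One dose, 10 µM in 0.5% DMSO | Times: 6 h compound exposure at 37 °C after overnight seeding | Signal: Luciferase luminescence | Read-out: % activation vs tunicamycin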
* marks the source's active call; other numbers are inactive results; · = not tested or not shown.

SMILES | APJ agonist | NLRP3 yeast inh | Mdm2-MdmX inh | tim23-1 inh | TIM10 inh | GRIN3A LBD mod | tim10-1 inh | UPR XBP1 act | CHOP UPR activ
O=C(COC(=O)C1CCN(c2ccc(C(F)(F)F)cn2)CC1)c1cccc(Br)c1 | -4 | 34 | -2 | 8 | 11 | -6 | 6 | -1 | 0.1
O=C(CSc1cccc[n+]1[O-])Nc1cccc(Oc2ccccc2)c1 | -4 | -2 | -20 | 28 | -7 | 2 | 4 | 1 | -2.0
c1ccc(-c2cn3c(n2)CCC3)cc1 | -3 | 5 | 13 | 5 | -5 | -3 | 3 | -3 | 0.3
COC(=O)[C@@H](NC(=O)Nc1cccc(Br)c1)C(C)C | -4 | 5 | 15 | -5 | -9 | -3 | -14 | -3 | -1.9
O=C(Nc1ccc(Oc2ccccc2)nc1)C1CCCCN1Cc1ccc(OCCO)cc1 (stereo unspecified) | 10 | 11 | -35 | -1 | -5 | 0 | 17 | -4 | 0.3
CC1(C)C2CC[C@]3(C)C(CC=C4[C@@H]5C[C@@](C)(CO)[C@@H](O)C[C@]5(C(=O)O)CC[C@]43C)[C@@]2(C)CC[C@@H]1O (stereo partly specified) | -2 | 28 | -6 | -2 | -13 | 0 | -12 | -2 | 1.3
CCOc1ccc(S(=O)(=O)N2CCC(C(=O)N3CCc4ccccc4C3)CC2)cc1 | 1 | 31 | 31 | 32 | 26 | 20* | 34 | -4 | 1.9
CC(=O)N(CCCc1ccc(C(C)(C)C)cc1)CCCN(C)C | 0 | 13 | 10 | 1 | 5 | -1 | -11 | -2 | 0.3
Cn1c(N)c(C(=O)COC(=O)c2ccc3ccccc3c2)c(=O)n(C)c1=O | 1 | 1 | 25 | 5 | -2 | -4 | -1 | -1 | 1.0
O=C(NC1CCCC1)c1ccc(Br)o1 | 3 | 5 | 12 | 5 | 14 | -2 | 4 | -2 | 0.2
Cc1ccc(S(=O)(=O)NCC(c2ccccc2)N2CCN(c3ccc(F)cc3)CC2)cc1 (stereo unspecified) | -2 | 13 | 8 | 10 | 16 | -1 | 4 | -4 | 2.1
OC(COc1ccc(Cl)cc1)CN1CCCCC1 (stereo unspecified) | -1 | -3 | -3 | 4 | -7 | 4 | 3 | -5 | -0.9
O=C(CN1C(=O)NC2(CCCC2)C1=O)Nc1cc(Cl)ccc1N1CCOCC1 | -7 | 22 | 23 | 9 | -7 | 2 | 3 | -1 | -0.6
CC(=O)c1c(C)[nH]c(C(=O)CSc2ccc(F)cc2)c1C | 1 | 6 | -82 | -12 | -25 | 1 | -11 | 0 | 7.8
O=C(NCCN=C1NS(=O)(=O)c2ccccc21)c1ccncc1 | -3 | -4 | -25 | 8 | 7 | 3 | 8 | -2 | 0.6
COCC1CCCC1OS(N)(=O)=O (stereo unspecified) | -3 | 0 | 2 | 21 | 2 | -2 | 23 | 0 | -0.6
O=C(COC(=O)/C=C/c1c(F)cccc1Cl)NCC1CCCO1 (stereo unspecified) | -3 | 5 | -15 | 1 | -4 | 1 | 17 | -1 | 0.5
COc1ccc(C)cc1NC(=O)Nc1ccccc1SC | -2 | 33 | 3 | 14 | 17 | 0 | -4 | 1 | -2.5
CN1CCN(S(=O)(=O)c2ccc(NC(=O)c3ccc(F)cc3Cl)cc2)CC1 | -3 | 9 | 8 | 9 | -10 | 1 | -19 | -5 | 1.1
CC(C)(C)c1ccc(Cn2c(=N)n(CC(O)c3ccco3)c3ccccc32)cc1 (stereo unspecified) | 1 | 27 | 98* | 4 | 11 | -2 | 7 | 3 | -2.2

Some values from the entries so far.
For Mdm2-MdmX inh, O=C(COC(=O)/C=C/c1c(F)cccc1Cl)NCC1CCCO1 (stereo unspecified) has -15
For GRIN3A LBD mod, CC(=O)c1c(C)[nH]c(C(=O)CSc2ccc(F)cc2)c1C has 1
For APJ agonist, CN1CCN(S(=O)(=O)c2ccc(NC(=O)c3ccc(F)cc3Cl)cc2)CC1 has -3

Further records follow.
SMILES | APJ agonist | NLRP3 yeast inh | Mdm2-MdmX inh | tim23-1 inh | TIM10 inh | GRIN3A LBD mod | tim10-1 inh | UPR XBP1 act | CHOP UPR activ
O=C(Nc1ccccc1C(=O)NCCCN1CCOCC1)c1ccc(F)cc1F | -4 | -4 | 14 | -21 | -7 | 1 | -10 | -4 | 0.9
CC1CCN(CCCOc2ccc(Br)cc2Cl)CC1 | 5 | 13 | 26 | 0 | -16 | 0 | -26 | 1 | 1.3
Cc1ccc(NC(=O)c2ccc(CSc3nnc(C)s3)cc2)c(C)c1 | -3 | -6 | 2 | -1 | -5 | -1 | 3 | 2 | 4.9
COc1ccccc1/C=C1/C(=O)N(c2ccccc2)N=C1C | -1 | 7 | 16 | 47 | 17 | · | 25 | -4 | 0.7
COc1ccc(S(=O)(=O)Nc2ccc3c(c2)C(=O)N([C@H](C)CO)C[C@H](C)[C@@H](CN(C)S(=O)(=O)c2c(C)noc2C)O3)cc1 | -2 | 20 | 6 | -1 | 2 | 0 | -2 | -1 | -1.3
Cc1cnc(NC(=O)c2cc3c(s2)CCCC3)s1 | 1 | 35 | 13 | 55* | 28 | 23* | 26 | -10 | -5.8
CC(=O)c1cccc(NC(=O)c2cc(-c3ccc(C)cc3)on2)c1 | -5 | 11 | -9 | -9 | -14 | 0 | -4 | -1 | 3.8
CCOc1ccc(/C=N/NC(=O)COc2ccccc2-c2ccccc2)cc1 | -13 | 11 | 51* | 8 | 20 | -5 | 7 | -4 | -1.0
COc1ccc(NC(=O)n2ncc3cc(Cl)ccc32)cc1OC | 2 | 48 | -77 | 36 | 31 | 2 | 31 | -4 | 5.8
O=C(CSCc1ccc(Cl)cc1)Nc1ccc(-c2nnc(-c3ccccc3)o2)cc1 | 1 | 6 | 13 | -9 | 8 | 7 | 7 | 107* | 28
O=C(CN1CCN(Cc2ccccc2Cl)CC1)N/N=C/c1ccco1 | -3 | 27 | 12 | -18 | -4 | 0 | -19 | -2 | -1.3
CCN(CC)S(=O)(=O)c1ccc2[nH]c(=O)c3ccccc3c2c1 | 1 | -4 | 24 | -12 | 1 | -1 | 5 | -5 | -1.0
Cc1ccc(-n2c(N)c(C(N)=O)sc2=S)c(C)c1 | -6 | 12 | 21 | -9 | -10 | 2 | -18 | 0 | -2.1
O=C(NCCCN1CCOCC1)c1ccc2c(=O)n(CCc3ccccc3)c(=O)[nH]c2c1 | 16 | 18 | 27 | 17 | -5 | 3 | 4 | 2 | 0.1
CC(C)(C)Nc1nc2cc([N+](=O)[O-])ccc2o1 | -5 | 18 | 2 | 10 | 1 | 0 | 9 | 1 | 2.0
COc1ccccc1NC(=O)COc1cccnc1[N+](=O)[O-] | 2 | 51* | -15 | 5 | 9 | -1 | 14 | 2 | 2.2
CC(C)CCNC(=O)CCCOc1cc(=O)n(C)c2ccccc12 | 0 | 14 | 40 | 0 | -15 | 0 | 11 | 3 | -1.3
O=C(N1CCN(c2ccccc2)CC1)C1(c2cccs2)CCOCC1 | -3 | -6 | 2 | 19 | 4 | 0 | 32 | -1 | 3.4
Cc1cccc(C(=O)N2CCN(c3ccc(N4CCOCC4)nn3)CC2)c1 | -2 | -3 | 11 | -7 | -1 | -1 | 11 | 0 | 1.6
O=C(N/N=C/c1ccc(OC(F)F)cc1)c1ccc(Br)cc1 | 0 | -4 | 11 | 2 | 0 | 5 | -18 | 2 | 1.9
O=C(O)CCC(=O)N(Cc1ccccc1)Cc1ccccc1 | -1 | 2 | 12 | 10 | 3 | -7 | 9 | -4 | 1.3
CCOC(=O)c1cc2occc2n1CC(=O)N1CCCc2ccccc21 | -4 | 10 | 15 | 25 | 19 | 2 | 10 | -7 | -1.7
CCOc1ccc(NC(=O)CC2SC(=O)N(c3ccccc3)C2=O)cc1 (stereo unspecified) | -7 | 35 | 9 | 28 | 32 | -14 | 35 | -3 | -0.1
CC(C)(C)c1ccc(S(=O)(=O)N2CCN(Cc3cc4c(cc3O)OCO4)CC2)cc1 | -3 | 10 | -9 | 28 | 9 | 1 | 27 | 1 | 1.7
Cn1cc(CN2CCCC(C(=O)c3cc(F)ccc3F)C2)c2ccccc21 (stereo unspecified) | -2 | 10 | -11 | 6 | 0 | 2 | 10 | 0 | 0.0
CCc1ccc2c(c1)c1nc(C)sc1n2CC(=O)OC | -1 | -7 | 12 | 10 | 22 | -1 | 36 | 1 | 0.8
Cn1cc(CN2CCc3sccc3C2)c(-c2ccccc2F)n1 | -1 | -6 | 7 | 10 | -2 | 0 | 5 | -2 | 1.2
Cc1noc(NS(=O)(=O)c2ccc(NC(=O)Nc3ccc(Cl)c(Cl)c3)cc2)c1C | 1 | 13 | 6 | 15 | 17 | 36* | 46* | -3 | -1.9
O=C(OC1CCOC1=O)c1cc(-c2ccc(Br)cc2)nc2ccccc12 (stereo unspecified) | -5 | 16 | 7 | 37 | 22 | 3 | 34 | 0 | 1.8
CCOc1ccccc1NC(=O)CC1SC(=N)N(c2ccccc2)C1=O (stereo unspecified) | -3 | 14 | 14 | 16 | 15 | · | 0 | -3 | -0.8
O=C(/C=C/c1ccccc1[N+](=O)[O-])N1CCN(c2ccccc2F)CC1 | -5 | 20 | -38 | 8 | 19 | -1 | 22 | 1 | 4.4
Cc1ccc(Nc2nc(Cl)nc(N(C)C#N)n2)cc1 | -3 | 23 | 42 | 59* | 6 | -3 | 50* | 13 | 5.9
CC(=O)N1C(C)(C)CC(=NOC(=O)c2ccccc2)CC1(C)C | -1 | 16 | 12 | 12 | 6 | -1 | 13 | 2 | 0.3
CC(=O)c1cc(F)c(N2CCN(C(=O)c3ccco3)CC2)cc1C | 1 | 27 | -8 | 5 | -2 | 0 | 5 | -4 | 1.5
COc1ccc(-n2c(=S)[nH]c3ccccc32)cc1 | 6 | 26 | 7 | 26 | 28 | 2 | 42* | 1 | 2.1
O=C(Nc1ccc(N2CCCC2)cc1)c1cc2ccccc2o1 | 0 | 7 | -109 | 3 | -5 | -2 | -18 | -3 | 3.5
O=C(CN1C(=O)/C(=C/c2ccc(F)cc2)SC1=S)NC1CCS(=O)(=O)C1 (stereo unspecified) | 2 | -4 | 6 | -12 | -4 | 0 | -10 | -4 | 1.1
O=C(CN(C(=O)CCC(=O)Nc1ccccn1)c1cccc(F)c1)NCc1ccc2c(c1)OCO2 | 4 | 10 | 13 | 6 | 7 | -2 | -10 | -2 | 0.3

In a second layout: two of the compounds above.
Fields: APJ agonist	NLRP3 yeast inh	Mdm2-MdmX inh	tim23-1 inh	TIM10 inh	GRIN3A LBD mod	tim10-1 inh	UPR XBP1 act	CHOP UPR activ
COc1ccc(-n2c(=S)[nH]c3ccccc32)cc1
    6	26	7	26	28	2	42*	1	2.1
O=C(Nc1ccc(N2CCCC2)cc1)c1cc2ccccc2o1
    0	7	-109	3	-5	-2	-18	-3	3.5
